# HEK293 NFkB inh = inhibitors of the PMA/ionomycin-induced NF-kB reporter in HEK293 cells | inhibition, % at 3 µM | AID 465 | 0.21% of 62,000 active | HEK-293 NF-kB luciferase reporter, luminescence;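 active means inhibition above the mean of all tested compounds plus 3 SD, cut at about 40% in these data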;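 further: 0% = stimulated DMSO wells and 100% = 10 µM reference inhibitor 5653914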
#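 Material: HEK-293 cells with stable firefly luciferase reporter driven by four HIV NF-kB elements / Also added: PMA plus ionomycin mix as NF-kB-activating stimulus / Compound dosing: 3 µM once, 0.30% DMSO / Times: 1 h pretreatment, 16 h stimulation, 37 °C / Signal: luminescence / Evaluation: per-plate % inhibition versus controls / Benchmarks: DMSO and 10 µM reference inhibitor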
# D1 allo mod = allosterically modulates the human D1 dopamine receptor; P21728; HEK293 D1, CRE-luciferase, dopamine EC30 potentiation; actives deviate in either direction; B-score at 10 µM; 5.9% of 58,000 active; AID 641;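 active means luminescence count or its row- and column-corrected plate score outside the 99.7% band of the plate's sample wells, on either side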
# TNAP act mid DEA = activates human TNAP at intermediate phosphate acceptor concentration; 64,000 tested, under 10 active; P05186; purified TNAP, CDP-star luminescence, 100 mM DEA, 30 min; stronger effect = higher value; scale: 0 levamisole-inhibited, 1 vehicle-only enzyme; activation factor at 20 µM;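 active means activation factor of at least 2 at 20 µM, relative to controls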
# Target sequence (P05186 whole entry, looked up): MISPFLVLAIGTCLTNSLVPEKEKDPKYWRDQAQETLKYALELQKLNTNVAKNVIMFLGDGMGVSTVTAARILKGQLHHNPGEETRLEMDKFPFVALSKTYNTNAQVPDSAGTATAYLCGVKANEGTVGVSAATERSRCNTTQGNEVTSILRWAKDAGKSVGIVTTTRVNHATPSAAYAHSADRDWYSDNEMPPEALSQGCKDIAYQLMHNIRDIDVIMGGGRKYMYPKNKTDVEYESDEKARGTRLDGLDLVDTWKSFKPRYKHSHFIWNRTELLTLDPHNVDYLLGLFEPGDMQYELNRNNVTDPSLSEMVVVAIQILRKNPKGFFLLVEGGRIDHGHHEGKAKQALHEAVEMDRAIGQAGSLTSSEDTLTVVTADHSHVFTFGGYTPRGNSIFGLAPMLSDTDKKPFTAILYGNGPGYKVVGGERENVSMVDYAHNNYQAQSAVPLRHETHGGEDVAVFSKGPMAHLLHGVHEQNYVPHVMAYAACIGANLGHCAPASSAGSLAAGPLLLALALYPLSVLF
# Jurkat viability = cytotoxic compounds reducing Jurkat cell viability. Jurkat E6.1 viability, ATP luminescence, 48 h. inhibition, % at 4 µM. 1.2% of 56,000 active. AID 463;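 active means inhibition above the mean inhibition of all tested compounds plus 3 SD, cut at about 28% in these data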
# Ecoli tolC = blocks growth of E. coli BW25113 tolC mutant; OD615; growth inhibition, % at 10 µM (by protocol); 2.2% of 65,000 active; AID 573;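 active means growth inhibition at or above a cutoff equal to the mean over every tested compound plus 3 SD, cut at about 60% in these data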;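 further: growth measured after 20 h incubation at 37 °C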
#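 test system = E. coli BW25113 ΔtolC::kan bacteria | medium = LB with kanamycin 50 µg/mL | signal = OD at 615 nm | schedule = 37 °C, 20 h exposure | evaluation = % inhibition of E. coli growth | compound dosing = one dose of 10 µM final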
# M1 ag = activates the M1 muscarinic receptor | CHO-M1 cells, Fluo-4 calcium fluorescence, agonist mode; stronger effect = higher value | B-score at 10 µM | 3% of 64,000 active | AID 626;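 active means fluorescence rise, raw or as B-score row- and column-corrected plate score, outside the 99.7% band of its plate's samples, either direction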
# SF1 activator = SF-1 (human) activation; Q13285; CHO-K1 Gal4-SF-1 LBD luciferase reporter; % increase over DMSO SF-1-specific signal; activation, % at 10 µM; 1.9% of 65,000 active; AID 522;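 active means activation above the mean activation of all tested compounds plus 3 SD, cut at about 50% in these data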
#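 Assay system – CHO-K1 cells with Gal4–hSF-1 LBD chimera plus Gal4-driven luciferase · Quantity – 4,000 cells per well · Times – compound added 1 h post-seeding, 20 h exposure at 37 °C, 5% CO2 · Measured by – luciferase light emission · Benchmarks – DMSO and mock-transfected background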
# M1 antagonist = blocks the rat M1 muscarinic receptor response to acetylcholine. CHO-M1 cells, Fluo-4 calcium, ACh EC80 antagonist mode; stronger effect = lower value. B-score at 10 µM. 3.4% of 64,000 active;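 active means calcium fluorescence response, raw or row-and-column corrected B-score, differing from the plate sample mean either way at a set confidence level, mostly lower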
# Target sequence (P08482 whole entry, looked up): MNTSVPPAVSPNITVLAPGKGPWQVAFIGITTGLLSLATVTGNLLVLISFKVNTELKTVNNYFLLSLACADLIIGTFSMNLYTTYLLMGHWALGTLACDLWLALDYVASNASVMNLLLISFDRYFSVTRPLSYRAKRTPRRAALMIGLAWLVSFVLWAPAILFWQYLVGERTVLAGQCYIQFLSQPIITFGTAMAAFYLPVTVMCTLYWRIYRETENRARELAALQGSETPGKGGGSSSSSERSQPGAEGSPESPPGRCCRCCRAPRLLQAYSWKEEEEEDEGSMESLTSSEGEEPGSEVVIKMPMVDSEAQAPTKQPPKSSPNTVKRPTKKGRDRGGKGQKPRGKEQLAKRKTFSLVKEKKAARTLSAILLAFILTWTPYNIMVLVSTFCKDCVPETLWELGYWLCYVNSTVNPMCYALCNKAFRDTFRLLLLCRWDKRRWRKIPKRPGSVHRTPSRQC
# NADH coupling = inhibitors of enzymes used to reach an NAD/NADH endpoint | coupled PK/LDH NADH assays, four targets | IC50, µM (doses to about 10 µM), inactives show top-dose inhibition | 0.02% of 65,000 active | AID 774;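 active means single-dose screening hits from any of four coupled enzyme assays that gave an IC50 when retested across doses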;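 further: the DPM-DC format reads NADH fluorescence rather than 340 nm absorbance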
# Numbers without * were called inactive; nt = no result given; [ ] = dose if it differs, or a comment. Not a hit list. Share with any hit: about 15%.
# The first eight compounds, ahead of the listing:
SMILES,HEK293 NFkB inh,D1 allo mod,TNAP act mid DEA,Jurkat viability,Ecoli tolC,M1 ag,SF1 activator,M1 antagonist,NADH coupling
Cc1cc(NC(=O)c2cc3n(n2)C(C(F)(F)F)CC(c2ccco2)N3)n(-c2ccccc2)n1 (configuration not stated),10.3,-0.494,nt,-2.2,17.6,-0.405,-3.8,-0.508,4.0%
COc1cc(C(=O)Nc2cccc(-c3nc4ncccc4o3)c2C)cc(OC)c1OC,11.7,-0.0489,1,1.2,8.5,-0.264,-17.0,0.0373,4.0%
O=C(NCc1ccccc1)C1CCN(S(=O)(=O)N2CCCCCC2)CC1,5.7,0.153,0.9,-2.0,-0.7,-0.124,15.4,0.585,3.0%
CCc1nc(Nc2ccc3nccnc3c2)c2oc3ccccc3c2n1,19.0,-1.78,0.9,-6.2,-16.2,3.77*,50.3*,-1.15,16.0%
O=C(NCC1CCCO1)c1ccc(N2CCCCC2)nc1 (configuration not stated),3.8,0.593,0.9,4.1,-20.7,1.01,12.1,1.4,2.0%
C=CCn1c(-c2c[nH]c3ccccc23)n[nH]c1=S,-2.4,0.811,0.8,-4.7,31.7,0.00478,10.7,-0.646,14.0%
CCCCSc1nnc(-c2ccc(C)cc2)o1,-15.3,-0.863,0.9,2.2,15.4,0.226,38.9,-0.434,4.0%
CCN(CC)c1ccc2cc(NC(=O)CCC(=O)O)c(=O)oc2c1,53.1*,-7.72*,1,-6.9,-15.7,289*,-59.3,-1.65*,3.0%[fluoresces]

# Main list, previewed entries included:
SMILES,HEK293 NFkB inh,D1 allo mod,TNAP act mid DEA,Jurkat viability,Ecoli tolC,M1 ag,SF1 activator,M1 antagonist,NADH coupling
Cc1cc(NC(=O)c2cc3n(n2)C(C(F)(F)F)CC(c2ccco2)N3)n(-c2ccccc2)n1 (configuration not stated),10.3,-0.494,nt,-2.2,17.6,-0.405,-3.8,-0.508,4.0%
COc1cc(C(=O)Nc2cccc(-c3nc4ncccc4o3)c2C)cc(OC)c1OC,11.7,-0.0489,1,1.2,8.5,-0.264,-17.0,0.0373,4.0%
O=C(NCc1ccccc1)C1CCN(S(=O)(=O)N2CCCCCC2)CC1,5.7,0.153,0.9,-2.0,-0.7,-0.124,15.4,0.585,3.0%
CCc1nc(Nc2ccc3nccnc3c2)c2oc3ccccc3c2n1,19.0,-1.78,0.9,-6.2,-16.2,3.77*,50.3*,-1.15,16.0%
O=C(NCC1CCCO1)c1ccc(N2CCCCC2)nc1 (configuration not stated),3.8,0.593,0.9,4.1,-20.7,1.01,12.1,1.4,2.0%
C=CCn1c(-c2c[nH]c3ccccc23)n[nH]c1=S,-2.4,0.811,0.8,-4.7,31.7,0.00478,10.7,-0.646,14.0%
CCCCSc1nnc(-c2ccc(C)cc2)o1,-15.3,-0.863,0.9,2.2,15.4,0.226,38.9,-0.434,4.0%
CCN(CC)c1ccc2cc(NC(=O)CCC(=O)O)c(=O)oc2c1,53.1*,-7.72*,1,-6.9,-15.7,289*,-59.3,-1.65*,3.0%[fluoresces]
COc1ccc(-n2c(C)nc3c(cnn3-c3ccc(C)c(C)c3)c2=O)cc1,10.4,-0.913,1,6.8,-0.5,-0.374,40.0,-1.1,4.0%
COc1cccc(-n2nnc3c(=O)n(CC(=O)NC4CCCC4)cnc32)c1,12.7,4.38*,0.9,nt,-9.3,-0.424,-0.2,-0.138,3.0%
CCOc1ccc(CCNC(=O)CCN2C(=O)COc3ccccc32)cc1OCC,-2.4,2.73*,1,-3.6,3.3,0.205,-16.5,-0.0129,5.0%
Cc1nn(-c2ccccc2)c(C)c1C(=O)OCC(=O)Nc1ccc2c(c1)OCO2,10.4,-0.234,0.9,nt,16.8,-0.168,-7.0,0.428,5.0%
CC1CCCC(C)N1Cc1cn2ccccc2n1 (configuration not stated),22.7,nt,0.9,-1.5,-5.5,0.581,-5.5,-0.145,4.0%
Cn1c(=O)c(=O)n(C)c2cc(S(=O)(=O)CCC(=O)N3CCOCC3)ccc21,21.6,-0.165,0.9,5.3,-11.5,0.408,3.0,-1.36,3.0%
O=C(CN1C(=O)CCS(=O)(=O)c2ccccc21)Nc1ccc2c(c1)OCCO2,9.6,nt,1,nt,-8.9,0.845,1.5,-0.389,1.0%

# The last two entries of the part before open the next one.
SMILES,HEK293 NFkB inh,D1 allo mod,TNAP act mid DEA,Jurkat viability,Ecoli tolC,M1 ag,SF1 activator,M1 antagonist,NADH coupling
Cn1c(=O)c(=O)n(C)c2cc(S(=O)(=O)CCC(=O)N3CCOCC3)ccc21,21.6,-0.165,0.9,5.3,-11.5,0.408,3.0,-1.36,3.0%
O=C(CN1C(=O)CCS(=O)(=O)c2ccccc21)Nc1ccc2c(c1)OCCO2,9.6,nt,1,nt,-8.9,0.845,1.5,-0.389,1.0%
O=C(O)c1ccc(OC(F)(F)C(F)C(F)(F)F)cc1 (configuration not stated),3.2,-0.043,1,-4.9,9.4,0.178,-2.1,0.67,5.0%
CCSc1nc2c(c(=O)[nH]1)C(c1ccccn1)C1=C(CC(C)(C)CC1=O)N2 (configuration not stated),8.2,nt,0.9,nt,-5.7,-0.82,-5.2,-0.878,9.0%[fluoresces]
Cc1cc2cc(CNC(=O)c3ccc4c(c3)OCO4)ccc2[nH]1,15.3,-0.431,0.8,-5.2,14.1,-0.88,-7.3,-0.0431,3.0%
CC1(c2ccncc2)Nc2ccccc2-c2nc3ccccc3n21 (configuration not stated),3.6,-0.919,0.8,-4.0,17.1,0.272,24.9,0.286,6.0%
CCOC(=O)N1CCN(C(=O)CCCn2nc(C)c3sc4ccccc4c3c2=O)CC1,1.5,0.00768,0.9,5.2,16.2,2.61,9.8,-0.418,4.0%
COc1ccc2c(=O)c3c(=O)n(Cc4ccco4)c(C4CCCCC4)nc3oc2c1,9.6,0.156,1,7.1,-25.8,-0.153,5.1,0.422,8.0%
COc1ccc(CCN(Cc2cc3cc4c(cc3[nH]c2=O)OCO4)C(C)=O)cc1OC,12.2,2.2,0.9,-5.1,-17.2,-1.85,6.8,0.995,16.0%
O=C(N1CCOCC1)N1CCN(CC(O)COc2ccc3ccccc3c2)CC1 (configuration not stated),7.4,-0.158,0.8,-2.2,-4.2,-1.78,12.7,-1.35,5.0%
CN1CCN(c2ccc(NC(=O)COc3ccccc3Cl)cc2)CC1,8.1,-4.13*,1,18.7,14.2,nt,-14.7,nt,2.0%
CCOc1cc(C#N)c(NC(=O)CSc2nnnn2-c2ccc(OC)cc2)cc1OCC,9.3,-0.186,1,2.7,-1.5,0.615,-12.5,0.848,5.0%
CCN(CC)c1cccc(OC2=NS(=O)(=O)c3ccccc32)c1,1.1,-0.102,0.9,-1.1,-9.8,0.0246,-11.5,-0.561,6.0%
Cc1ccc(C)c(N2CCN(C(=O)c3ccccc3Br)CC2)c1,14.1,-0.122,0.9,-4.0,68.9*,-1.38,-7.8,-1.22,5.0%
O=C(NCc1ccco1)C1CCN(c2nc3ccccc3n2Cc2ccc(F)cc2)CC1,13.7,-0.687,0.9,10.5,21.7,0.0592,2.4,-0.574,1.0%
COc1ccc(OC)c2sc(NC(=O)c3ccc(S(=O)(=O)N(C)C)cc3)nc12,8.4,0.00429,0.9,11.1,-14.4,-0.0336,17.1,-0.194,2.0%
CCc1cc2c(=O)n(Cc3ccco3)c(SCC(=O)N3CCCc4ccccc43)nc2s1,8.9,0.606,1,2.4,14.2,-0.688,-12.0,0.155,2.0%
Cc1cc2c(cc1C)NC(c1c(C)n(C)n(-c3ccccc3)c1=O)C1=C(CC(C)(C)CC1=O)N2 (configuration not stated),0.2,-0.565,nt,nt,-7.4,46.6*,61.6*,-0.379,6.0%
CCCCSc1nsc(NC(C)=O)n1,-36.3,-1.36,0.9,0.5,-5.5,-1.06,48.9,-0.0258,4.0%
Cc1ccc2cc(C(c3nnnn3CC3CCCO3)N3CCCC4(CCCCC4)C3)c(=O)[nH]c2c1 (configuration not stated),19.0,-1.57,0.9,-4.7,8.1,0.545,-2.3,-0.234,5.0%
CCC(CC)C(=O)NCCc1ccc(S(N)(=O)=O)cc1,8.4,0.22,0.9,nt,-18.3,-0.562,-1.9,0.457,6.0%
Cc1cnc(C(=O)Nc2nnc(C(C)C)s2)cn1,-25.7,0.0729,0.9,0.2,-10.5,-0.000862,68.5*,-0.0766,3.0%
COc1ccc(CNC(=O)C2CCCN(S(=O)(=O)c3cc(C)ccc3OC)C2)cc1 (configuration not stated),8.2,-0.771,1.1,6.8,12.9,-1.79,2.7,0.447,6.0%
O=C(COc1ccccc1O)c1cccs1,19.1,0.214,1,-1.8,6.0,0.684,4.5,-0.155,3.0%
Cc1cc(C)nc(NS(=O)(=O)c2ccc(NC(=O)CCCN3C(=O)c4ccccc4C3=O)cc2)n1,15.6,-0.499,1,4.4,0.8,-0.523,-15.1,-0.705,7.0%
Cc1nc2ncnn2c(C)c1CCC(=O)N1CCc2ccccc21,1.9,nt,1,1.1,-3.4,0.11,6.8,-0.56,8.0%
Cc1ncsc1CCSc1nc2ccccc2c(=O)n1C,14.4,5.26*,nt,11.0,25.1,1.71,9.9,-0.19,3.0%
Cn1c(NCc2ccco2)nc2ccccc21,12.7,-0.922,0.9,-3.1,-13.1,-0.201,15.9,-0.0536,7.0%
O=C(NCc1nnc(SCC(=O)N2CCC(Cc3ccccc3)CC2)o1)c1ccccc1F,1.4,-0.699,0.9,11.4,19.6,-1.54,2.4,0.697,2.0%
Cc1nc2nc(C)c(CCC(=O)NCCCN3CCN(c4cccc(Cl)c4)CC3)c(C)n2n1,24.1,-2.21,1,-1.5,2.7,-0.0783,-5.5,0.00909,7.0%
COc1ccc(CCNC(=O)c2[nH]c(C)c(C(C)=O)c2C)cc1OC,20.4,0.103,0.9,5.5,-0.5,0.0262,-8.5,-0.105,4.0%
CC(C)(Oc1ccc(Cl)cc1)C(=O)Nc1ccc2oc(-c3ccncc3)nc2c1,7.7,1.02,1,1.9,-8.4,0.509,9.8,0.118,4.0%[fluoresces]
CC1Cc2ccccc2N1C(=O)COC(=O)C1=COCCO1 (configuration not stated),9.2,-0.0366,1,-1.7,-7.8,-0.887,5.0,0.088,4.0%
COCCn1c(=S)[nH]c2cc(C(=O)N3CCC(C(N)=O)(N4CCCCC4)CC3)ccc2c1=O,14.1,0.717,1,nt,-20.6,0.365,-1.6,0.0181,6.0%
Cc1csc(NC(=O)CSc2nnc(-c3cccs3)n2C)n1,4.8,-0.427,0.9,-4.1,-12.2,-0.407,-11.0,-0.773,7.0%
O=C(CSc1ncn(-c2ccccc2)n1)Nc1ccc2c(c1)OCCO2,13.4,-1.19,1,6.5,0.5,0.0492,1.5,-1.36,10.0%
c1ccc2sc(-c3ccc4c(c3)OCO4)nc2c1,-11.9,-0.992,0.9,10.2,5.9,0.113,-37.4,0.664,12.0%[fluoresces]
N#CC1=C(N)N(c2ccccc2C#N)C2=C(C(=O)CCC2)C1c1ccsc1 (configuration not stated),0.8,-0.745,1,2.9,17.1,nt,-1.9,nt,7.0%
COc1ccccc1NC(=O)N1c2ccc(F)cc2CCC1C (configuration not stated),14.4,0.306,0.9,-11.2,31.0,1.32,-25.1,0.218,3.0%

# Screening data: PubChem, several laboratories
